Compound activity from PubChem BioAssay.
Jurkat NFkB inh: inhibitors of induced NF-kB luciferase reporter, primary screen, TCR NF-kB activation inhibitor project, cell-based, luminescence, uHTS. hit rate 0.53% among 330,000. AID 435003, 2010. inhibition, % at 4 µM. Jurkat, PMA/ionomycin-induced NF-kB luciferase reporter
697 NFkB inh: inhibitors of PMA/ionomycin-induced NF-kB reporter, 697 cells, primary screen, B-cell NF-kB inhibitor project, cell-based, luminescence, uHTS | 697 B-cell NF-kB luciferase reporter, 16 h | inhibition, % at 4 µM | hit rate 0.33% among 330,000 | AID 435022, 2010; in the data active = inhibition above about 35%
UBC13 polyUb: UBC13 polyubiquitin chain formation inhibitors, primary screen, biochemical, TR-FRET, uHTS; inhibition, % at 20 µM; Ubiquitin-conjugating enzyme E2 N (Homo sapiens), P61088; AID 485273, 2010; hit rate 0.47% among 330,000; in the data active = inhibition above about 45%, passing the limit was not always enough
Apaf1 inhib: inhibitors of human Apaf-1 apoptosome, primary screen, biochemical, DEVD-Rh110 fluorescence, uHTS. Apoptotic protease-activating factor 1 (Homo sapiens), O14727. reconstituted apoptosome caspase-3 activity. inhibition, % at 20 µM. hit rate 0.71% among 330,000; active = inhibition of at least 40% at 20 µM;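 note: plate controls were DMSO wells for no effect and DEVD-CHO caspase inhibitor wells for full effect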
Target sequence (O14727 whole entry, looked up): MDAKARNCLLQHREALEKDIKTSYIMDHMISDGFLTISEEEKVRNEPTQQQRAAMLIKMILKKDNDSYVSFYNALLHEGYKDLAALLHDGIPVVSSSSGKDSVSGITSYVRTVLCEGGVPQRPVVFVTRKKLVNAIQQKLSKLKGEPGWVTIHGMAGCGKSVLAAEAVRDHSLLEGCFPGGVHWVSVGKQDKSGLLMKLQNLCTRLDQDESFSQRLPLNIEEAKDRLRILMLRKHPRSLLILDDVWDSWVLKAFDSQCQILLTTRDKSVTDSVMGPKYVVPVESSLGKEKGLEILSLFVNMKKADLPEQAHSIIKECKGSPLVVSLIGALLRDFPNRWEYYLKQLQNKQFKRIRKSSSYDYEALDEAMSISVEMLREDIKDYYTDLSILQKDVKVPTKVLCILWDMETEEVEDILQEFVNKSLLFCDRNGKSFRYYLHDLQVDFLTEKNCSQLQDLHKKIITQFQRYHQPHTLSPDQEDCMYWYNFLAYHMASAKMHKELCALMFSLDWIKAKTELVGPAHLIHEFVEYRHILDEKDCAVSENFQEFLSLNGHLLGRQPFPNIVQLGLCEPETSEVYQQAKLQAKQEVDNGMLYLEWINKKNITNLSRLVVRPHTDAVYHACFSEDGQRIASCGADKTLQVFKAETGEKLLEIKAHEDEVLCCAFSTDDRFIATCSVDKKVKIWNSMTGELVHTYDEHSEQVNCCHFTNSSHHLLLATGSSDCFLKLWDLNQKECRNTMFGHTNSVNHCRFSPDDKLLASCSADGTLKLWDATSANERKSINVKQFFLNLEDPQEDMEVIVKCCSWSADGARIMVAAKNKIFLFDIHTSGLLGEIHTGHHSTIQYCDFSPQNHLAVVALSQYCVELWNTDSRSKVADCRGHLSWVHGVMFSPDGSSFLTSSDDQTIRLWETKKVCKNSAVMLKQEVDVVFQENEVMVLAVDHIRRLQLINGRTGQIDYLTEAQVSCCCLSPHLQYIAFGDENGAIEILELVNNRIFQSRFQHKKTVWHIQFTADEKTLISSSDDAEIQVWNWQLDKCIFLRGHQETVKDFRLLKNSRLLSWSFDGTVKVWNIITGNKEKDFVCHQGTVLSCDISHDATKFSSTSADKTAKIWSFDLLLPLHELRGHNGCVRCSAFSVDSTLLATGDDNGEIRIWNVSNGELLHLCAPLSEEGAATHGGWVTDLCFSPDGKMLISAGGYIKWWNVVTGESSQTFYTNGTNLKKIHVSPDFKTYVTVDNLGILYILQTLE
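Material: reconstituted apoptosome with Apaf-1, cytochrome c, caspase-9, procaspase-3, dATP. Technique: Rh110 fluorescence intensity. Buffer or medium: pH 7.5 Hepes buffer with CHAPS, BSA, DTT. Times: 30 min plus 50 min, RT.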
Gli-Sufu block: Gli-Sufu pathway antagonists, primary screen, luciferase luminescence, Sufu-KO-LIGHT cells, uHTS; Sufu-KO-LIGHT fibroblasts, Gli luciferase reporter luminescence; inhibition, % at 5 µM; hit rate 0.74% among 340,000;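 active = inhibition above about 55%, limit read from the data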;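 note: 0% = DMSO-treated cells and 100% = wells with medium but no cells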
HKDC1 inhibitor: HKDC1 hexokinase inhibitors, primary screen, biochemical, fluorescence, uHTS. Q2TB90. recombinant HKDC1, G6PDH/diaphorase resazurin coupled fluorescence. inhibition, % at 20 µM. hit rate 0.16% among 340,000;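 active = inhibition above about 35% when tested at 20 µM, limit read from the data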;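 note: plate controls were DMSO wells with enzyme for no effect and DMSO wells lacking enzyme for full effect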
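Test system: recombinant HKDC1 (HK5) hexokinase enzyme, produced in-house / Doses: 20 µM test compound, 1% DMSO / Timing: 90 min, room temperature / Detection: G6PDH/diaphorase-coupled fluorescence, 1 mM NADP, 100 µM resazurin, 525/613 nm / Control set: DMSO wells with and without enzyme mix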
SENP8 block: SENP8 protease inhibitors, primary screen, biochemical, luminescence; AID 2540, 2010; Sentrin-specific protease 8 (Homo sapiens), Q96LD8; inhibition, % at 10 µM; purified SENP8, Z-RLRGG-aminoluciferin cleavage; hit rate 1.2% among 330,000
SENP7 inh: SENP7 protease inhibitors, primary screen, biochemical, luminescence, uHTS; hit rate 1.5% among 330,000; Sentrin-specific protease 7 (Homo sapiens), Q9BQF6; inhibition, % at 5 µM; recombinant SENP7, Z-RLRGG-aminoluciferin luminescence, 40 min;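 active = inhibition above about 50% at the single test dose, limit read from the data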;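 note: plate controls were DMSO with enzyme for no effect and no enzyme buffer wells for full effect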
* hit, by the source's call; . = no result given. Cut-off read from the data, not from the text of the source, unless noted: active = inhibition above about 50%; inactive = the rest.

SMILES	Jurkat NFkB inh	697 NFkB inh	UBC13 polyUb	Apaf1 inhib	Gli-Sufu block	HKDC1 inhibitor	SENP8 block	SENP7 inh
CN(C)c1nc(SCCOC(=O)c2ccccc2)nc(N(C)C)n1	-2	13	10	4	2	-4	1	-2
COc1cc2c(cc1OC)-c1n[nH]c(=S)n1C(C)(C)C2	-5	-16	1	7	5	4	-11	1
CCC(C)NS(=O)(=O)c1ccc(F)c(C(=O)Nc2c(F)cc(F)cc2Br)c1 (stereo not given)	-8	-12	-3	6	-1	-6	-13	-1
O=C(/C=C/c1ccco1)NC(=S)NNC(=O)c1ccco1	4	26	9	-3	0	-7	2	-8
CC(C)OP(=O)(OC(C)C)/C(C=O)=N\Nc1ccc([N+](=O)[O-])cc1	1	0	-31	-6	-2	1	8	-3
Cc1ccc(NC(=O)Cc2noc3ccccc23)c(C)c1	-17	-12	6	-16	-3	-8	-6	-3
COc1cccc(C(=O)COc2ccc3ccc(=O)oc3c2)c1	-10	-10	-7	12	17	-9	-5	-9
O=C(O)CCc1nnc(SCC(=O)Nc2ccc(Br)cc2)[nH]c1=O	-10	-1	1	11	-4	-6	-2	6
CCN1C(=O)C2C(C1=O)N1C(c3cccs3)C3C(=O)N(CC)C(=O)C3N1C2c1cccs1 (stereo not given)	-3	18	2	-5	-6	-7	-9	1
COc1ccc(O)c(/C=N/NC(=O)CCC(=O)Nc2ccc(C)cc2)c1	-11	7	4	2	0	-6	0	7
C=CCNC(=O)c1cnc2n(c1=O)CCS2	-7	19	-6	5	12	-8	6	4
C=CCC1[C@H](C)[C@H]2[C@@H]3CC[C@@H](C3)[C@H]2CN1S(=O)(=O)c1ccc(C)cc1 (stereo not given in full)	.	19	.	23	25	-1	.	-11
Cn1nnc(C(O)CN2CCOCC2)n1 (stereo not given)	-8	16	4	-1	9	-4	2	8
CS(=O)(=O)Nc1ccccc1C(=O)NCCSCc1ccccc1	6	12	9	-2	6	-6	4	2
CCCC(c1nnnn1CCOC)N1CCN(C(=O)c2ccco2)CC1 (stereo not given)	-7	4	-2	-5	14	-7	-1	8
CC(=O)c1c(C)[nH]c(C(=O)N2CCN(S(=O)(=O)c3ccc(C)cc3C)CC2)c1C	9	28	4	-3	1	-1	-1	-1
CCn1cc(C(=O)OCC(=O)Nc2cccc(Cl)c2Cl)c(=O)c2ccc(C)nc21	-3	3	2	16	3	-3	-3	-2
C[C@H](NC(=O)c1nc[nH]c1C(=O)N1CCc2ccccc2C1)c1ccccc1	9	5	8	6	20	0	3	6
CC1(C)CC(=O)C=C(NCc2ccc(C(=O)O)cc2)C1	-10	13	5	-12	-33	4	7	1
CC(C)n1c(C(O)c2ccccc2)nc2ccccc21 (stereo not given)	-3	13	0	8	-1	-5	9	-7
O=C(CSc1nccc2ccccc12)N1CCN(c2ccccn2)CC1	11	10	2	-1	4	-7	5	5
COc1ccc(OC)c(Cc2nnc(CCC(=O)N3CCN(C4CCCC4)CC3)o2)c1	-35	-17	-11	-6	28	-5	-7	-14
N=c1c2c(-c3ccccc3)c(-c3ccccc3)n(Cc3ccco3)c2ncn1CCO	33	-24	30	22	7	3	-6	-5
Cc1ccc(-c2noc(CN3C(C)CCCC3C)n2)cc1 (stereo not given)	13	0	9	19	-9	2	2	3
COc1ccc(-c2ccc(S(=O)(=O)N3CCOCC3)cc2)cc1	-9	-20	-12	3	2	-3	-8	4
COc1ccc(-c2nc(CS(=O)CC(=O)NC3CCCCC3)c(C)o2)cc1OC (stereo not given)	12	0	-5	8	-28	-4	-3	-3
O=c1[nH]c(CN2CCN(c3ccccc3O)CC2)nc2scc(-c3ccccc3Cl)c12	16	-60	17	9	8	-3	2	1
CCCCn1c(N)c(N(CCC(C)C)C(=O)c2ccc(C)o2)c(=O)[nH]c1=O	7	23	3	-11	8	-4	0	6
Cn1nc(C(C)(C)C)c([N+](=O)[O-])c1C(=O)NC(C)(C)C	4	15	-8	-1	-7	-10	-14	-8
Cc1ccc(S(=O)(=O)NCCN2CCNC2=O)cc1	-3	3	-7	-19	2	-2	-7	11
COc1ccc(-c2nn(-c3ccccc3)cc2C(=O)NC(=S)N2CCOCC2)cc1OC	-13	-20	2	15	3	0	1	4
COC(=O)N[C@H](CC(C)=O)c1cccc(C(F)(F)F)c1	13	6	2	-5	-4	-1	9	-9
COc1ccc(C(=O)/C=C2\NCC3c4ccccc4CCN3C2=O)cc1 (stereo not given)	1	14	8	9	-6	0	10	1
O=C1CSC(=S)N1c1cccc(Br)c1	5	22	8	-1	-21	5	-6	2
CSc1nc(NCc2ccco2)c2sc3nc(C(C)C)c4c(c3c2n1)CC(C)(C)OC4	11	2	13	20	-6	-6	2	7
COc1cc(C)nc(OCCNS(=O)(=O)c2cc(C)ccc2C)n1	8	19	4	-3	0	-6	-9	1
COc1ccccc1NC(=O)c1c(N=Cc2ccccc2O)cnn1C	-1	-12	87*	11	.	.	2	3
CCN1CCN(c2cc3c(nn2)Oc2ccccc2N3C)CC1	-72	-26	23	3	-25	-44	24	15
COC(=O)NNC(=O)/C=C/c1ccccc1	-8	-10	2	6	-19	-3	2	8
COc1ccc(CCNC(=O)C(C)Sc2ccc(C)cc2)cc1OC (stereo not given)	-14	-13	2	-7	3	-8	-6	5
CCOc1ccccc1CN1CCNC(=O)C1CC(=O)NCCN1CCOC1=O (stereo not given)	5	21	7	2	-6	-1	-8	6
CC1(C)Oc2ccc3ccc(=O)oc3c2/C(=N/O)C1=O	1	-15	-2	16	-2	-4	11	9
Cc1nn(-c2ccccc2)c(NC(=O)C(C)C)c(-c2ccccc2)c1=O	-2	5	-1	-28	2	-1	0	-2
Cn1nc(-c2ccccc2)cc1NS(=O)(=O)c1ccccc1	6	9	4	1	6	1	-2	-2
COCCC1CCCCN1C(=O)c1ccc(OC)c(OC2CCN(C(C)=O)CC2)c1 (stereo not given)	-5	18	5	-1	-6	-1	7	-1
Cc1ccc(CN2CCN(C(=O)c3ccncc3)CC2)cc1	2	10	4	-15	-6	-11	2	-2
CCOC(=O)COc1cccc2c(=O)n(CC(=O)N3CCC(C)CC3)ccc12	11	18	5	-4	-2	3	-3	-5
Cc1cc(C)nc(N2CCC(C(=O)Nc3cccc(C(F)(F)F)c3)CC2)n1	5	-17	-5	15	20	0	-1	-3
CCCCNC(=O)c1nnn(-c2ccccc2)c1N	-39	-45	2	-2	-55	-4	-3	6
C#CCOCCOCCOCCNc1nc(N2CCN(C(=O)CCCCCCCCCCNC(=O)[C@H](CCCN=C(N)N)n3cc(C[C@@H](C)CC)nn3)CC2)nc(N2CCN(C(=O)CCCCCCCCCCNC(=O)[C@@H]([C@H](C)CC)n3cc(CCCCCN)nn3)CC2)n1	4	-3	122*	80*	.	.	-19	10

Additional compounds.
SMILES	Jurkat NFkB inh	697 NFkB inh	UBC13 polyUb	Apaf1 inhib	Gli-Sufu block	HKDC1 inhibitor	SENP8 block	SENP7 inh
CCC(CC)C(=O)c1c[nH]c(C(=O)N2CCN(c3ccccc3F)CC2)c1	15	9	-5	-2	35	-1	0	3
COc1ccc(C(=O)C2CCCN(C(=O)c3n[nH]c4c3CCCC4)C2)cc1OC (stereo not given)	-7	-29	-5	9	0	-10	-3	-4
CSc1ccccc1OCc1cc(C(=O)NCCC2CCCCO2)no1 (stereo not given)	-16	-16	4	9	-5	3	2	7
Cc1cc(C)c2nc(-c3ccccn3)cc(C(=O)n3cccn3)c2c1	3	7	45*	2	2	-1	5	2
CCOC(=O)[C@H]1[C@H]2COc3ccc(OC)cc3[C@@H]2N2C(=O)CN(Cc3ccco3)C(=O)[C@@]12C	-15	-4	-2	-5	-8	-1	4	2
Cc1ccc(NC(=O)c2cc(-c3ccccc3O)n[nH]2)cc1Cl	-80	-53	-2	11	-3	-2	-5	0
N#CC1(NC(=O)CSc2ccccn2)CCCCC1	-5	-7	3	17	-6	-3	-3	-5
O=C(CNc1cccc([N+](=O)[O-])c1)N/N=C/c1ccc(F)cc1	-10	12	-10	-1	-2	-8	-14	-5
CC(C)(C)c1cc(C(C)(C)C)cc(S(=O)(=O)CCc2ccccn2)c1	-7	-15	2	6	11	1	-4	-9
CCN(c1ccccc1C(=O)O)S(=O)(=O)c1cccc2nsnc12	-3	-8	-4	13	-23	3	-13	-9
CC(=O)c1sc2nc(-c3cccs3)ccc2c1N	-10	0	-6	23	-16	9	7	0
COc1ccc(CCNC(=O)C(=O)Nc2nccs2)cc1OC	6	5	1	-5	1	-4	1	0
CCOC(=O)c1noc(C)c1C(=O)Nc1nccs1	18	11	-5	-1	34	-3	0	4

An unsorted share of the library, and some 3.6% of all compounds hit somewhere here.
